Assay outcomes from PubChem BioAssay.
EPAC1 antag: blocks human EPAC1 exchange factor. O95398. EPAC1 GEF assay, Rap1b-BODIPY-GDP exchange fluorescence. Potency, µM (series often up to 115 µM), without a hit: at the highest dose activity change, negative = inhibition, actives largely listed as inhibitors. 0.14% of 360,000 active. AID 720709;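 also: potency is read from the fitted curve at half-maximal effect; plate controls were vehicle for no effect and positive control for full effect; nearly all actives have a fitted effect of over 50% in size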
Abeta rescue: A-beta toxicity reversal in yeast | yeast expressing A-beta42, growth rescue, OD600, 48 h; response scale: 0% DMSO, 100% iron-clioquinol control | Potency, µM (series often up to 46.1 µM), without a hit: at the top dose growth rescue, actives largely listed as activators | 0.063% of 410,000 active | AID 1347071; also: potency is read from the fitted curve at half-maximal effect; nearly all actives have a fitted effect of over 55% in size
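Yeast A-beta toxicity model in growth medium with pinned compounds, 48 h at 30 C; growth read as absorbance at 600 nm. Normalized to FeCl3/clioquinol equimolar mix (positive) and DMSO (negative).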
FUS suppressor: suppressors of FUS proteinopathy in yeast; Potency, µM (highest dose often 76.6 µM), for inactives: at the top dose growth rescue (activation), hits mostly activators; AID 1347120; 0.24% of 390,000 active; S. cerevisiae FUS-expressing, growth rescue, OD600, 24 h;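 also: potency is read from the fitted curve at half-maximal effect; plate controls were DMSO vehicle for no effect and reference control for full effect; nearly all actives have a fitted effect of over 55% in size; some results filed as inactive show a strong effect at the top dose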
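Quantitative HTS measuring growth restoration of FUS-toxic yeast. Galactose-induced cells (OD 0.005) were exposed 24hr at 30C to compounds at several concentrations, then absorbance at 600 nm was recorded.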
PLK1 PBD inh: inhibitors of human PLK1 polo-box domain binding. Plk1 PBD binding of FITC phosphopeptide, fluorescence polarization. P53350. Potency, µM, without a hit: max response, negative = inhibition, hits mostly inhibitors. 2.8% of 360,000 active; also: potency is read from the fitted curve at half-maximal effect; series mostly up to about 57 µM; % is scaled to controls: 0 for no effect and ±100 for the full control effect; nearly all actives have a fitted effect of over 65% in size
Target sequence (P53350 whole entry, looked up, the tested form may be a part): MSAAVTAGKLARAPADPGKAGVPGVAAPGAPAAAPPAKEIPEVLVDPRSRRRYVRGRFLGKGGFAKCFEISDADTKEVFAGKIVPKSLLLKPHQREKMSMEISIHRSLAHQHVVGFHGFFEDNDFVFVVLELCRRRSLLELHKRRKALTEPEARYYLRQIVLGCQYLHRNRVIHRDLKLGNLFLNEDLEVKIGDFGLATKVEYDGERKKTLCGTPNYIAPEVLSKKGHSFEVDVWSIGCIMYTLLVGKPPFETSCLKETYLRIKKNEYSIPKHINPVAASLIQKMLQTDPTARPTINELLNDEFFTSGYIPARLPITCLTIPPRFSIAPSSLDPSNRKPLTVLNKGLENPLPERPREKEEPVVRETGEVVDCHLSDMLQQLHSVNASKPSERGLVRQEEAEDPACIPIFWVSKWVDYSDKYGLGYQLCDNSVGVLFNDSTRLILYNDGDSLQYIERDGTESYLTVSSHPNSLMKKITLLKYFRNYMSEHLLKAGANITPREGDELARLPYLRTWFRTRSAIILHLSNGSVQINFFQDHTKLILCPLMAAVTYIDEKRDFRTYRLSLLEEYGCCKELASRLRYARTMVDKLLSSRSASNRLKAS
IL2 activator: activates IL-2 in a cell-based reporter assay. IL-2 activation reporter assay, cell-based qHTS; stimulated with anti-CD3/CD4/CD28 beads; in transgenic mouse T cells. 0.065% of 360,000 active. activation, % (series mostly up to about 46 µM); in the data active = activation above about 50%; inconclusive = mostly about 30% to 49%; also: 0% is about no effect
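Screening format: compound pinned onto unstimulated transgenic mouse T cells, 60 min incubation, then anti-CD3/anti-CD4/anti-CD28 bead stimulation for 18 hours at 37 degrees C, followed by EGFP and DsRed detection.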
EPAC1 ag: agonists of human EPAC1; O95398; EPAC1 agonist qHTS, biochemical assay; response scale: 100% = response to 6.5 mM cAMP; Potency, µM (top dose mostly 154 µM), without a hit: at the highest dose activation, hits mostly activators; 0.073% of 360,000 active; also: potency is read from the fitted curve at half-maximal effect; nearly all actives have a fitted effect of over 60% in size
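Nucleotide exchange assay: 100 nM EPAC1 with 250 nM Rap1B loaded with BODIPY-GDP and 50 uM GDP, room temperature. Fluorescence (480/540 nm) read every 5 min for 30 min; signal change normalized to 6.5 mM cAMP as full agonist.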
PI5P4Ka inh: blocks human PI5P4K alpha kinase activity; 1.2% of 330,000 active; max response, %; AID 652105; PI5P4Kalpha enzyme, ADP-Glo luminescence, 60 min; stronger effect = lower value; active = max response of -50% or lower; inconclusive = between -30% and -50%; inactive = -30% or higher; also: value at the top dose of about 77 µM; % is scaled to controls: 0 for no effect and ±100 for the full control effect
Target sequence (P48426 whole entry, looked up): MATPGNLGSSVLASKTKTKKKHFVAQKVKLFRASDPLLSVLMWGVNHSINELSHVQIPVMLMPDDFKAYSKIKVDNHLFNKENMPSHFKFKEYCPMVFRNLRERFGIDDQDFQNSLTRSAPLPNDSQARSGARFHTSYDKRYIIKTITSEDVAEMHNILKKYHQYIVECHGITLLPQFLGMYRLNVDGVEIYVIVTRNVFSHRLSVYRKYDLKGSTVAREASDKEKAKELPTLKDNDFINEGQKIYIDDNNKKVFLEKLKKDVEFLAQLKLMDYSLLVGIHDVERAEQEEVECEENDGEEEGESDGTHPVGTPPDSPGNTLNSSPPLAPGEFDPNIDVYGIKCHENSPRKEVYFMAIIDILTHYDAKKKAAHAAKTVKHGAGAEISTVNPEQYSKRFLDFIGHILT
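Controls without substrate or without enzyme flank wells where PI5P4Kalpha converts substrate using 5 microM ATP (final). Incubation lasts 60 minutes at room temperature; ADP formed is read by ADP-Glo luminescence.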
WRN helicase inh: blocks human WRN helicase; AID 651768; WRN helicase unwinding, fluorescent forked duplex, kinetic; Potency, µM (series often up to 114 µM), for the others: top-dose activity change, negative = inhibition, actives largely listed as inhibitors; 0.46% of 360,000 active; also: potency is read from the fitted curve at half-maximal effect; % is scaled to controls: 0 for no effect and ±100 for the full control effect; nearly all actives have a fitted effect of over 55% in size
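Screening of the MLSMR collection measured strand separation of a quenched forked DNA duplex (100 nM) by 20 nM WRN with 2 mM ATP, all final. Compounds were preincubated with enzyme 15 min at room temperature.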
An asterisk follows results filed as active; ? = inconclusive; nt = no result given; [ ] = another dose, or the depositor's remark. Unless noted, calls follow the shape of the dose curve; as a rule, active = well fitted curve in the direction sought with a large enough effect; inconclusive = small, poorly fitted or top-dose-only effect, or another doubt; inactive = no such curve, though single readings can be large; an effect the other way counts as inactive or inconclusive. Rows are unselected (roughly 4.1% active in at least one column).

SMILES	EPAC1 antag	Abeta rescue	FUS suppressor	PLK1 PBD inh	IL2 activator	EPAC1 ag	PI5P4Ka inh	WRN helicase inh
Cc1onc(-c2c(F)cccc2Cl)c1C(=O)OCC(=O)c1c(N)n(C)c(=O)n(C)c1=O	-8%	6%	22%	5%	0.5	0%	-1	-7%[57.1 µM]
COc1cccc(C(=O)NCc2ccc3[nH]c(C)cc3c2)c1	3%	16%	-17%	-3%	0.4	-6%	3	10%
Cc1cccc(C(=O)NCCc2ccccc2)c1	5%	-5%	5%	5%	-4.1	-8%	-5	10%
Cc1nc(-c2ccc(Cl)cc2)sc1C1(C)CC(c2ccc(C#N)cc2)=NO1 (centres undefined)	2%	4%	38%	-7%	0.5	8%	21	2%
CCN1C(=O)[C@H]2[C@@H](c3ccccc3)N3C(=O)N(c4cccc(F)c4)C(=O)[C@@]3(CC(C)C)[C@H]2C1=O	-15%	-11%	2%	-8%	1.3	-12%	1	0%
CCOc1cc(N2CCOCC2)c(OCC)cc1NC(=O)c1cc(S(=O)(=O)N2CCOCC2)ccc1Cl	8%	3%	13%	1%	-0.8	8%	6	-1%
N#C/C(=C\c1c(Cl)cccc1Cl)c1nc2ccccc2[nH]1	-23%	-27%	22%	-10%	-0.8	14%	-4	-13%
CCCCN(C(=O)CSc1nnc(-c2ccc(Cl)cc2)o1)c1c(N)n(CC(C)C)c(=O)[nH]c1=O	-6%	-2%	nt	4%	2.1	-7%	2	0%
Cc1ccc(NS(=O)(=O)c2ccc(C(=O)N3CCCC(C(F)(F)F)C3)cc2)cc1 (centres undefined)	-26%	13%	2%	-2%	1.0	3%	6	-2%
COc1ccc(-c2cc(C(F)F)nc(-n3nc(C)cc3C)n2)cc1	-3%	2%	14%	-5%	-3.0	-5%	-5	-2%[57.1 µM]
C=CCOc1cccc(CNc2cccc(C(=O)O)c2)c1	-11%	nt	-3%	-3%	0.2	3%	0	0%
O=C(CSc1nnc(-c2ccco2)n1-c1ccccc1Cl)Nc1cccc(C(=O)O)c1	12%	5%	31%	-14%	-0.2	6%	?	-6%
O=C(C1CCCCC1)N1CCC2CC1c1cc(N3CCCCC3)ccc12 (centres undefined)	-4%	2%	3%	1%	-4.3	-5%	5	6%
CCCCCCCC(=O)NNC(=O)c1ccc([N+](=O)[O-])cc1	17%	10%	13%	-5%	0.0	0%	nt	1%
COc1ccccc1NS(=O)(=O)c1cc(NC(=O)c2sc3cc(Cl)ccc3c2Cl)ccc1C	-23%	0%	-3%	-13%	0.1	1%	4	-2%
Cc1ccccc1NC(=O)CSc1ccc(-c2cccnc2)nn1	8%	0%	9%	-3%	-4.2	-3%	-5	-27%
CN(C)C(=O)c1c([N+](=O)[O-])c(C(C)(C)C)nn1C	-8%	-2%	nt	-10%	1.9	-6%	-3	9%
Cc1oc2ccccc2c1-c1cn2c(n1)SCC2	5%	15%	nt	?	0.1	8%	2	-5%
Cc1nc(-c2ccc(S(=O)(=O)NCc3ccccn3)s2)cs1	-12%	-6%	8%	0%	0.5	-13%	-5	6%
CCCNC(=O)N1CCN(c2nc(C(C)C)c3c(c2C#N)CC(C)(C)OC3)CC1	-18%	-9%	12%	-19%	-2.3	-15%	1	3%
COc1cc(C2NC(=O)NC(c3ccccc3)=C2C(C)=O)cc(Cl)c1OCC(=O)O (centres undefined)	4%	-2%	16%	-3%	2.5	3%	3	8%
O=C(CN(c1ccccc1)S(=O)(=O)c1ccc(F)cc1)NCc1cccs1	13%	19%	-21%	1%	1.7	5%	-5	8%
COc1ccc(OC)c(C(=O)N(C)C2CCCN(Cc3ccccc3F)C2)c1 (centres undefined)	-2%	-1%	-14%	-1%	1.9	2%	2	-5%
CSc1ncccc1C(=O)OCC(=O)N1CCCC1	-8%	-6%	-21%	-5%	-0.1	-11%	1	2%
O=C(CSc1nc2ccccc2s1)N/N=C/c1ccc(C(=O)O)cc1	0%	-2%	-10%	-18%	0.1	-1%	-11	2%
COC(=O)C1CC2(C(=O)OC)CC(C(=O)OC)(CC(C(=O)OC)C2=O)C1=O (centres undefined)	-5%	-3%	13%	-3%	-0.2	18%	3	-25%
CCOc1ccc(CCNC(=O)c2ccc(CS(=O)Cc3ccccc3Cl)o2)cc1 (centres undefined)	-8%	12%	18%	-18%	1.1	5%	0	-1%[57.1 µM]
O=C(c1ccco1)N1CCN(CCOc2ccc(F)cc2)CC1	-11%	3%	-15%	0%	-0.9	-8%	4	5%
Cc1ccsc1/C=N/n1c(-c2ccccc2)n[nH]c1=S	-4%	27%	nt	-10%	-0.4	-2%	-6	-6%
CCOC(=O)C(=O)c1c(-c2ccccc2)nc2ccccn12	-21%	-4%	9%	-4%	-2.6	-18%	-2	-9%
CC(Oc1ccccc1)C(=O)Nc1nc(-c2ccncc2)cs1 (centres undefined)	-5%	17%	-1%	-17%	0.6	-7%	-8	0%
COCCn1c(-c2ccc(OC)cc2)cnc1N	5%	15%	16%	?	-2.3	7%	nt	10%
CC(C)(C)NC(=O)c1sccc1C(=O)O	-3%	6%	26%	-8%	-2.8	7%	nt	8%
COc1ccc(CSCCN)cc1Cl	-3%	-22%	30%	-10%	-4.0	8%	nt	0%
CC(C)NC(=S)N/N=C1\CCCCC1C1CCCCC1 (centres undefined)	6%	6%	33%	?	-4.2	-7%	nt	7%
CC(CO)NS(=O)(=O)c1cc(Cl)ccc1F (centres undefined)	5%	7%	-36%	-8%	-1.7	-10%	2	0%
COc1ccccc1N1CCN(S(=O)(=O)c2ccc3c(c2)CC(C)N3C(C)=O)CC1 (centres undefined)	-15%	nt	35%	-9%	-0.4	13%	2	-11%
Cc1ccc(NC(=O)c2cccc(NC(=O)CCC(=O)O)c2)cc1C	-10%	-12%	5%	-1%	-0.6	7%	13	-9%[57.1 µM]
CCN(CC)CCNC(=O)c1ccc(NS(=O)(=O)c2ccc3c(c2)OCCO3)cc1	-7%	-1%	8%	1%	0.0	-3%	10	-4%
COc1ccc(Cl)cc1NC(=O)CCS(=O)(=O)c1ccc(Br)cc1	-27%	-4%	15%	15µM*	-0.2	-4%	-13	45µM*
COc1ccc(/C=N/Nc2nc(N3CCCC3)nc(N3CCCC3)n2)cc1	-3%	-4%	nt	-1%	-2.0	-15%	-5	-12%
COc1ccc(-c2nn(-c3ccccc3)cc2/C=C(\C#N)C(N)=O)cc1[N+](=O)[O-]	7%	-13%	-2%	-21%	-0.9	-2%	6	-11%[57.1 µM]
O=C(OCCOc1cccc(Cl)c1)C1CCN(S(=O)(=O)c2ccccc2)CC1	-1%	-13%	nt	3%	-4.4	4%	13	-28%
COc1ccc(NC(=O)/C(C#N)=C\c2ccc(N3CCOCC3)o2)cc1	-17%	-11%	25%	118%[activator]	18	24%	1	-7%
NC(=O)C1CCN(C(=O)C2CC(=O)N(Cc3ccccc3)C2)CC1 (centres undefined)	-5%	2%	-3%	-3%	1.0	0%	1	-3%
CC(C)(C)c1ccc(/C=C(\C#N)C(=O)NCCN2CCOCC2)cc1	-18%	-4%	-4%	-8%	-2.6	-4%	-4	4%
Cc1ccc2c(c1)N(CC(=O)NCCCN1CCCC1)C(=O)CO2	13%	0%	-30%	1%	1.6	9%	1	-2%[57.1 µM]
CCNC(=O)c1cc2c(c(-c3cccc(-c4cccc(C(=O)N(C)C)c4)c3)n1)[C@H](CCO)N(S(=O)C(C)(C)C)C2 (some centres undefined)	-9%	-31%	36%	?	-0.2	-2%	6	-5%
CC(=O)C[C@H]1c2cc(C(F)(F)F)ccc2S(=O)(=O)N1c1ccc(N(C)C)cc1	5%	-8%	1%	-3%	-3.8	4%	-2	0%
Cc1ccc(C(=O)N2CCCC(N3CCN(c4cccc(C(F)(F)F)c4)CC3)C2)s1 (centres undefined)	-22%	nt	38%	3%	0.0	-3%	19	-7%
Cc1noc(NS(=O)(=O)c2ccc(NC(=O)c3cnc4n(c3=O)CCS4)cc2)c1C	6%	-8%	14%	-18%	-0.1	2%	nt	2%
CCn1c(C(C)NC(=O)c2cccs2)nc2ccccc21 (centres undefined)	-5%	20%	0%	-6%	-2.5	-7%	0	2%
COc1ccc(OC)c(N(C(=O)c2snc(C(N)=O)c2N)C(C(=O)NCc2ccccc2)c2ccc(O)cc2)c1 (centres undefined)	?	3%	18%	-10%	-3.1	8%	4	0%
CCNC(=O)NC(=O)COC(=O)CCCSc1nc2ccccc2[nH]1	4%	6%	6%	-4%	-1.0	-8%	1	-8%
COc1ccc(NCc2ccc([N+](=O)[O-])s2)cc1	-9%	-56%[inhibitor]	28%	-10%	-0.6	-4%	6	-13%
CCC(Sc1nc2ccc(C)cc2[nH]1)C(=O)O (centres undefined)	9%	4%	-2%	-4%	-1.3	4%	nt	-8%
CC(=O)c1cc2c(cc1NC(=O)c1cc3nc(C(C)C)cc(C(F)(F)F)n3n1)OCO2	-4%	5%	17%	-17%	-0.2	6%	10	-12%
CCN(C(=O)COC(=O)c1c(NC(C)=O)sc(C)c1C)c1c(N)n(Cc2ccccc2)c(=O)[nH]c1=O	-12%	-5%	-4%	-1%	0.6	-8%	2	2%[11.6 µM]
O=c1[nH]c2cc3c(cc2cc1CN(CCc1ccccc1)Cc1nnnn1CC1CCCO1)OCO3 (centres undefined)	4%	5%	14%	-8%	-1.7	-5%	nt	-2%
c1ccc(-c2noc(CSc3nc4ccccc4o3)n2)cc1	0%	5%	nt	1%	0.5	9%	23	-9%
O=[N+]([O-])c1ccccc1/C=C/CN1CCCCC1	10%	3%	7%	1%	-2.1	-4%	nt	8%
CCN1CCN(c2ccc(S(=O)(=O)N3CCCCC3)cc2NC(=O)c2cccc(NC(C)=O)c2)CC1	-2%	6%	10%	-1%	-1.2	3%	5	-3%

Results in EPAC1 antag, FUS suppressor and PI5P4Ka inh, for 4 of the compounds above:
structure | EPAC1 antag | FUS suppressor | PI5P4Ka inh
COc1ccc(OC)c(N(C(=O)c2snc(C(N)=O)c2N)C(C(=O)NCc2ccccc2)c2ccc(O)cc2)c1 (centres undefined) | ? | 18% | 4
CCNC(=O)NC(=O)COC(=O)CCCSc1nc2ccccc2[nH]1 | 4% | 6% | 1
COc1ccc(NCc2ccc([N+](=O)[O-])s2)cc1 | -9% | 28% | 6
CCC(Sc1nc2ccc(C)cc2[nH]1)C(=O)O (centres undefined) | 9% | -2% | nt
